Cardiac RTF inh: cardiac RTF calcium desensitization. 340,000 tested, 0.12% active. P19429+P45379. IANBD-labeled cardiac RTF, Ca2+ fluorescence. inhibition, % at 7.15 µM;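 active = inhibition above the mean inhibition of all tested compounds plus 3 SD, cut at about 17% in these data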;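 also: assay run at fixed EC70 calcium of 1.6 mM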
MOR-DOR inv ag: inverse agonist of human OPRM1-OPRD1 heterodimerization. P35372+P41143. 340,000 tested, 0.21% active. AID 504357. cell-based MOR-DOR heterodimer luminescence, inverse agonism. inhibition, % at 9.3 µM; in the data active = inhibition above about 22%, passing the limit was not always enough;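 also: 0% = cells with DMSO and 100% = wells without cells with DMSO; values of inactives mirror those of a sister screen read the other way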
Target sequence (P35372 whole entry, looked up): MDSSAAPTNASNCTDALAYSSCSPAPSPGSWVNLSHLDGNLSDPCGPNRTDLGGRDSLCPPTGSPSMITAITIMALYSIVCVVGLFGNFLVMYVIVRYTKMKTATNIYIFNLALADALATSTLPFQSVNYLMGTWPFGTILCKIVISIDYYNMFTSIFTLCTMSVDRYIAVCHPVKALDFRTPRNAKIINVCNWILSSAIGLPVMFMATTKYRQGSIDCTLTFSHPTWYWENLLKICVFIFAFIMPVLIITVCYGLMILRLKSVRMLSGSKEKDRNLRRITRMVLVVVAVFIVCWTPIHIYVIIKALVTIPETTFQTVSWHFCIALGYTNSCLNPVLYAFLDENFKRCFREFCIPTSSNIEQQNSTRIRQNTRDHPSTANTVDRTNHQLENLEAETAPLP
Target sequence (P41143 whole entry, looked up): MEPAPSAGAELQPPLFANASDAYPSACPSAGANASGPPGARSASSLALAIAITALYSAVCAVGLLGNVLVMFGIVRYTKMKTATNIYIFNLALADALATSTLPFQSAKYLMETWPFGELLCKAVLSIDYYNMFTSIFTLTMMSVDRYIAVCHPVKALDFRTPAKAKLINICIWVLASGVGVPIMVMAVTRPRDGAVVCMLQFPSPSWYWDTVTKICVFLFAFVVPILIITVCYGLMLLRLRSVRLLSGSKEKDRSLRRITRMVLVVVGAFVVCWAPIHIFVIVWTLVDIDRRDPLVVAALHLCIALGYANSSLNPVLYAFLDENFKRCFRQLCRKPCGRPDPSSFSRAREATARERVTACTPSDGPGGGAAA
LANA DNA inh: KSHV C-LANA DNA binding inhibition | 340,000 tested, 0.078% active | AID 504423 | inhibition, % at 9 µM | MBP-C-LANA/FAM-LBS DNA binding, fluorescence polarization;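 active = highest replicate inhibition at or above 60% at 9 µM, even if other replicates fall short; inactive = all replicates below 60% inhibition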;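 also: 0% = neutral control wells and 100% = 4 µM acridine orange control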
Wnt bcat act: activates Wnt/beta-catenin signaling in a reporter cell assay. activator, plate reader. activation, % at 9.35 µM. 300,000 tested, 1.2% active. AID 743398; in the data active = activation above about 30%, passing the limit was not always enough;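 also: 0% = neutral control wells and 100% = positive control wells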
RTF Ca sens act: cardiac RTF calcium sensitization; P19429+P45379; IANBD-labeled TnC RTF fluorescence at EC20 calcium; 0% EC20 calcium, 100% full calcium; activation, % at 7.2 µM; 340,000 tested, 0.24% active;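 active = activation above the mean over all tested compounds plus 3 SD, cut at about 30% in these data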;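 also: rise in fluorescence read as greater calcium sensitivity of cardiac thin filaments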
Arrestin-AP2 inh: human beta-arrestin and AP2 interaction inhibition | FITC-arrestin peptide / GST-AP2 beads, flow cytometry; AP2 beta2 appendage carries R879A mutation | inhibition, % at 10 µM | AID 504490 | 340,000 tested, 0.31% active;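 active = inhibition above a set limit, near 3 SD of compounds lacking own fluorescence, cut at about 54% in these data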;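 also: plate controls were DMSO wells for no effect and 5 µM unlabelled arrestin peptide for full effect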
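system = GST-tagged AP2 beta2-adaptin appendage (R879A) on 4 µm glutathione beads | reagent = FITC-labelled arrestin peptide probe, 50 nM final | schedule = compound with beads 12 min RT, then probe 1 h RT | signal = HyperCyt-sampled flow cytometry, FL1 channel, ex 488/em 535 nm | read-out = percent response from loss of bead-bound FITC fluorescence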
MOR-DOR ag: agonists of human mu-delta opioid receptor heterodimerization. P35372+P41143. cells, OPRM1-OPRD1 heterodimerization, luminescence. activation, % at 9.3 µM. 340,000 tested, 0.3% active; in the data active = activation above about 18%;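 also: 0% = vehicle-treated cells and 100% = reference agonist; values of inactives mirror those of a sister screen read the other way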
V-ATPase pHluor: regulators of yeast V-ATPase proton transport. response, % at 10 µM. S. cerevisiae, pHLuorin cytosolic pH fluorescence. 350,000 tested, 0.37% active; in the data active = response mostly above about 7.3%, no sharp cut-off; inactive = mostly below about 5.4%; also: actives read high; inactives centre near 0; some compounds called inactive have numbers as strong as hits; reference of the scale not given here
Keap1-Nrf2 PPI: disrupts human Keap1 binding to Nrf2 peptide; Keap1 Kelch-Nrf2 peptide fluorescence polarization, 1536-well; AID 504523; inhibition, % at 9.4 µM; 340,000 tested, 0.15% active; Q14145; in the data active = inhibition above about 12%;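 also: human Keap1 Kelch domain with fluorescein labeled Nrf2 9mer peptide probe; 0% = neutral control wells and 100% = peptide positive control; higher means more block of Keap1 binding to Nrf2 peptide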
Pemphigus Ab inh: inhibitors of pemphigus antibody binding to human desmoglein-3 | binding (percent of control), % at 10 µM | AID 588358 | DSG3-coupled beads, scFv-anti-DSG3-GFP binding, flow cytometry; active compounds read low | 310,000 tested, 0.48% active;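 active = binding more than 3 SD below its plate's average and above zero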;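 also: hits lower antibody fragment binding to DSG3; some compounds called inactive have numbers as strong as hits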
* = called active by the depositor; / = not tested or not shown.

SMILES	Cardiac RTF inh	MOR-DOR inv ag	LANA DNA inh	Wnt bcat act	RTF Ca sens act	Arrestin-AP2 inh	MOR-DOR ag	V-ATPase pHluor	Keap1-Nrf2 PPI	Pemphigus Ab inh
CC(=O)N1CCN(c2ccc(NC(=O)c3ccccc3C)cc2)CC1	-6	0	-0.6	3	2	39	0.0	11	-1	113
Cc1ccsc1/C=N/NC(=O)CNC(=O)c1ccccc1	0	12	-0.1	-1	-3	0	-2.2	-2	-3	97
COc1ccc(C(=O)O/N=C(\N)c2ccc(Br)cc2)cc1	2	-33	45	35*	-6	3	6.9	-3	-4	101
CC(C)Cc1cc(C(=O)NCCN2CCOCC2)no1	-8	7	0.0	0	0	-9	-1.2	-2	1	100
COc1cc2c(cc1OC)C(c1ccccc1O)N(C1CC(=O)N(c3ccccc3)C1=O)CC2 (centres undefined)	2	14	-0.4	-7	-4	5	-2.7	-2	-6	101
Cc1cccc(NC(=O)CSc2nc3ccccc3nc2N2CCCC2)c1C	0	8	-0.7	-1	0	-3	-1.4	4	-1	92
Fc1ccc(N=C2NN=C(c3cc(F)ccc3F)CS2)cc1	-27	17	2.9	22	2	-1	-3.1	2	-1	128
COc1ccc(CN2CCC(C)CC2)cc1OCc1ccccc1	-13	-8	2.1	0	2	-3	1.6	-2	4	106
Cc1ccc(CN2CC(C(=O)NC3CCCC(C)C3C)CC2=O)cc1 (centres undefined)	-1	7	1.0	0	-4	-4	-1.6	1	-2	/
O=C(N/C(=C/c1ccc(Br)cc1)C(=O)N1CCCC1)c1cccs1	-12	5	1.5	-5	4	11	-0.7	2	4	91
Cc1nc(N2CCN(C(=O)c3ccco3)CC2)nc2c1C(=O)CCC2	-1	4	-0.5	19	3	7	-0.8	1	0	99
CCOC(=O)c1c(CN2CCCCC2C)oc2ccc(OC)cc12 (centres undefined)	-4	-28	-0.7	/	-1	-3	5.2	-3	-5	103
CC(C)CC(C(=O)NCc1ccccn1)N1C(=O)c2ccccc2C1=O (centres undefined)	-6	11	3.4	-1	2	-5	-2.5	0	3	112
CCCNC(=O)c1ccc(Cn2cc(C(F)(F)F)ccc2=O)cc1	-14	6	-0.3	-1	5	-11	-1.2	2	4	108
COc1ccc(N2CCN(C(=O)[C@H](C)NC(=O)c3ccccc3Cl)CC2)cc1	3	-18	1.0	1	0	4	2.8	-5	-4	/
COc1ccc(-c2cc(C(=O)OCC(=O)N(C)C)c3ccccc3n2)cc1	-9	10	-1.8	1	5	25	-1.9	2	4	104
CCCc1c(C(=O)N/N=C(\C)CCc2ccccc2)nnn1-c1nonc1N	-2	-10	0.6	-1	4	-6	1.9	6	-6	105
S=C1NC2(CCCCC2)Nc2ccccc21	-6	9	1.0	-1	1	4	-1.8	3	-5	102
CC(C)(C)NC(=O)NC(=O)COC(=O)c1c(F)cccc1Cl	5	1	-7.2	3	4	1	-0.3	-1	0	91
C=CCN=C(C)C1=C(O)C(C)OC1=O (centres undefined)	-7	0	1.3	/	5	-8	-0.1	0	0	101
COc1ccc(C(=O)/C=C/c2ccccc2C(F)(F)F)cc1	-5	-36	0.2	34*	6	-3	5.7	0	-2	100
Cc1nn2c(CN(C(=O)COc3ccccc3)c3ccccc3)nnc2c2ccccc12	-9	13	0.0	/	5	-3	-1.9	-3	-5	99
Cn1cc(C(=O)N/N=C/C(Br)=C\c2ccccc2)ccc1=O	-5	-5	1.7	/	-1	-5	0.9	-4	4	96
COc1ccc(-c2cc(C(=O)N/N=C/c3cc(OC)c(OC)cc3OC)c3ccccc3n2)cc1	/	/	/	-2	/	6	/	8	/	100
O=c1c2ccccc2c(-c2ccc(F)cc2)nn1-c1ccc(C(F)(F)F)cc1	-7	18	0.7	/	-8	1	-3.3	0	-3	110
O=C(Nc1ccc(S(=O)(=O)Nc2nccc(C3Cc4ccccc4C(=O)O3)n2)cc1)c1ccccc1 (centres undefined)	-7	9	-1.5	/	1	20	-1.7	-4	-1	97
COCCCN(C(=O)Nc1ccc(C)c(C)c1)C(C)c1ccccn1 (centres undefined)	7	15	-0.1	2	-5	0	-2.5	0	-5	101
O=C(CSc1ccc(Cl)cc1)Nc1nnc(-c2cccc([N+](=O)[O-])c2)s1	-7	-13	0.3	2	16	21	2.2	8	-4	90
Cc1cc(C(=O)COC(=O)c2nn(C)c(=O)c3ccccc23)c(C)n1C	1	4	0.0	0	0	39	-0.8	-2	-3	98
CCOC(=O)c1ccccc1NC(=O)C1CC(=O)N(C2CCCC2)C1 (centres undefined)	7	3	-2.9	2	-3	-10	-0.7	-2	4	101
O=C(O)/C=C\c1cccc(-n2nnnc2SCc2ccccc2F)c1	-11	7	-1.5	-1	-2	13	-1.2	3	-4	92
O=C(c1ccc(Cl)c(S(=O)(=O)N2CCCCCC2)c1)N1CCOCC1	-5	17	0.8	-9	3	1	-3.5	2	-2	100
COc1ccc(NC(=O)CC2C(=O)N(c3ccc(Cl)cc3)C(=S)N2NC(=O)c2cccc(F)c2)cc1 (centres undefined)	3	-1	-1.7	0	2	6	0.3	1	-2	100
CCOC(=O)CCCC(=O)Nc1ncnc2c1C(c1ccccc1)c1c(ccc3ccccc13)O2 (centres undefined)	-19	4	1.8	-4	-1	-4	-0.7	4	2	104
CN(C)c1ccc(P(=O)(OC2CCCCC2)C(O)c2ccccn2)cc1 (centres undefined)	-1	9	1.0	0	2	-9	-1.8	1	-3	/
COc1cc(C)c(CN2CCN(S(=O)(=O)c3ccc(Cl)s3)CC2)cc1OC	-12	-3	1.4	-5	4	-13	0.7	2	-5	/
CC(CCN1CCN=C1Nc1ccccc1)c1ccccc1 (centres undefined)	-4	8	1.9	-1	-1	22	-1.4	-2	0	107
Cc1ccc(-c2nnc(N3CC(C)OC(C)C3)c3ccccc23)cc1 (centres undefined)	-6	15	-1.4	-2	2	32	-2.6	1	0	106
COC(=O)CSc1nnc(CNC(=O)c2cccs2)n1-c1cc(OC)ccc1OC	2	10	1.3	-2	-1	-3	-1.8	-1	-2	97
COc1ccc2[nH]c(C)c(CCN(Cc3cccs3)C(=S)Nc3cccc(F)c3)c2c1	-28	-11	8.0	1	5	15	2.1	3	1	98
COc1ccc(C(C)NC(=O)Cc2cccs2)cc1OC (centres undefined)	3	0	2.5	-1	6	-4	0.0	1	-1	108
CCc1ccc(NC2=CC(=O)C(=O)c3ccccc32)cc1	-7	-96	0.9	33*	-1	7	15	-4	-1	98
Cc1ccccc1N1CC(C(=O)Nc2ccc3c(c2)OCO3)CC1=O (centres undefined)	-16	1	-1.6	1	-3	34	-0.1	-3	0	102
O=C(O)CC/C(=N/Nc1ncc(C(F)(F)F)cc1Cl)C(=O)O	-3	11	1.0	-5	2	-5	-1.6	0	-5	84
COc1cc(-c2noc(CCCC(=O)Nc3cccnc3)n2)cc(OC)c1OC	-4	20	0.8	-1	5	5	-4.0	-5	-1	114
COc1ccc2[nH]c3c(=O)n(CCCCCC(=O)NCCC(C)C)c(=S)[nH]c3c2c1	-14	4	0.6	-3	1	8	-0.8	2	0	93
Fc1cc(F)c2nc(N3CCCC3)sc2c1	-2	10	1.1	19	0	9	-2.1	-5	1	115
CSCCCN1CCCC(CO)(Cc2ccc(F)cc2)C1 (centres undefined)	-5	13	-3.9	-1	-4	15	-2.6	-3	1	110
CN(c1ccccc1)S(=O)(=O)c1cccc(NC(=O)CN2CCCc3ccccc32)c1	-1	7	2.1	-1	1	-16	-1.4	-1	-1	125
CC(=O)c1c(C)[nH]c(C(=O)Nc2cccnc2)c1C	3	9	4.8	6	2	13	-1.8	8	-7	99
Cc1ccc2c(C)nc(Nc3nc(CSc4nnc(C)s4)cc(=O)[nH]3)nc2c1	-3	17	-2.2	/	-1	3	-3.2	-3	3	98
Cc1cc(S(=O)(=O)NC2CCCC2)ccc1F	-8	-3	4.9	/	0	-5	0.7	-5	-5	/
O=C(NCCc1c[nH]c2ccccc12)c1ccc(S(=O)(=O)NCc2ccco2)cc1	1	7	-2.1	/	-4	14	-1.1	-1	-1	/
N/C(=N\OC(=O)c1cc(Br)ccc1Cl)c1ccccn1	1	-16	0.1	9	4	-21	3.1	1	-1	82
COc1ccc(CCn2c3c(c(=O)[nH]c2=O)C(NC(=O)c2cccs2)(C(F)(F)F)C(=O)N3)cc1OC (centres undefined)	-6	11	-0.4	0	4	-6	-2.1	-1	-4	/
COc1ccccc1N1CCN(C(=O)/C=C/c2cccs2)CC1	-8	5	-0.6	/	2	-2	-0.9	-4	-4	95
COc1ccc(S(=O)(=O)N2CCOCC2)cc1NC(=O)CSc1ccc(F)cc1	-4	13	1.8	0	-3	28	-3.2	-1	2	98
COc1ccc(N2CC(NS(=O)(=O)c3cccs3)CC2=O)cc1 (centres undefined)	-4	12	-0.1	-2	-2	-5	-2.4	-6	4	98
COc1ccccc1C(=O)NC(=O)Nc1c(C)cc(C)cc1C	4	-3	0.3	1	-3	6	0.6	1	2	109
O=C(NCC1CCCO1)c1cc2nc(-c3ccco3)cc(C(F)(F)Cl)n2n1 (centres undefined)	-4	7	11	0	-4	15	-1.5	-1	-1	98

Record cards, from the list above. Order of screens: Cardiac RTF inh, MOR-DOR inv ag, LANA DNA inh, Wnt bcat act, RTF Ca sens act, Arrestin-AP2 inh, MOR-DOR ag, V-ATPase pHluor, Keap1-Nrf2 PPI, Pemphigus Ab inh
Record of COc1ccc(-c2cc(C(=O)N/N=C/c3cc(OC)c(OC)cc3OC)c3ccccc3n2)cc1 : /, /, /, -2, /, 6, /, 8, /, 100
Record of COc1ccc(C(=O)/C=C/c2ccccc2C(F)(F)F)cc1 : -5, -36, 0.2, 34*, 6, -3, 5.7, 0, -2, 100
Record of COc1ccc2[nH]c(C)c(CCN(Cc3cccs3)C(=S)Nc3cccc(F)c3)c2c1 : -28, -11, 8.0, 1, 5, 15, 2.1, 3, 1, 98

(list continues)
SMILES	Cardiac RTF inh	MOR-DOR inv ag	LANA DNA inh	Wnt bcat act	RTF Ca sens act	Arrestin-AP2 inh	MOR-DOR ag	V-ATPase pHluor	Keap1-Nrf2 PPI	Pemphigus Ab inh
CCCCNc1c(-c2ccc(SC(C)CC)c(OC)c2)nc2ccc(C)cn12 (centres undefined)	5	-26	0.6	-4	8	-12	4.5	3	-9	110
CCCCNc1ccc(S(=O)(=O)c2cccc([N+](=O)[O-])c2)cc1[N+](=O)[O-]	-5	1	-0.4	/	0	-4	-0.2	1	-5	128
CCOc1ccc(OCCC(=O)OCC(=O)NCc2ccccc2)cc1	1	9	-1.2	1	1	-2	-2.8	1	2	104
COc1ccc(C(=O)OCC(=O)N2C(C)CCCC2C)cc1[N+](=O)[O-] (centres undefined)	-15	1	0.3	-1	1	3	-0.2	0	-1	125
COc1cc(/C=C2/SC(=O)N(Cc3ccccc3)C2=O)ccc1OCc1ccncc1	8	21	0.5	/	5	-6	-3.8	0	1	103
O=S(=O)(NCc1ccccc1)c1ccc(S(=O)(=O)N(Cc2cccs2)CC2CCCO2)cc1 (centres undefined)	-7	-37	1.4	-15	1	8	6.7	6	-1	90*
